Compound activity: PubChem BioAssay, National Center for Advancing Translational Sciences (NCATS)
PTHR1 agonist = qHTS for PTHR1 Agonists: Primary Screen. Parathyroid hormone/parathyroid hormone-related peptide receptor (Homo sapiens), Q03431. HEK293 GP2 PTHR1 cells, GloSensor cAMP luminescence, 1 h. Potency, µM (series often up to 115 µM), for inactives: at the top dose activation, actives largely listed as activators. 0.075% of 410,000 active; note: potency is the fitted concentration of half-maximal effect; nearly all actives have a fitted effect of over 55% in size; some results filed as inactive show a strong effect at the top dose; inactives centre near -15; many of its hits are not listed in these tables
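HEK-293-derived GP2 cells expressing PTHR1 and a GloSensor cAMP reporter, 3,000/well, plated overnight, given luciferin plus IBMX (each 0.5 mM as added) for 1 h at 37 °C, then compound for 1 h at 37 °C. Luminescence was read after 15 min at room temperature.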
DRD3 antagonist = qHTS of D3 Dopamine Receptor Antagonist: qHTS. D(3) dopamine receptor (Homo sapiens), P35462. D3R cells, DiscoveRx beta-arrestin luminescence, antagonist mode; active compounds read low. max response, negative = inhibition, %. 2.5% of 360,000 active. AID 652054, 2013; in the data active = max response below about -50%; inconclusive = no clear call, values can overlap the other calls; note: % is set by controls: 0 for no effect and ±100 for the full control effect; mostly tested at two doses, the higher about 12 µM
Target sequence (P35462 whole entry, looked up): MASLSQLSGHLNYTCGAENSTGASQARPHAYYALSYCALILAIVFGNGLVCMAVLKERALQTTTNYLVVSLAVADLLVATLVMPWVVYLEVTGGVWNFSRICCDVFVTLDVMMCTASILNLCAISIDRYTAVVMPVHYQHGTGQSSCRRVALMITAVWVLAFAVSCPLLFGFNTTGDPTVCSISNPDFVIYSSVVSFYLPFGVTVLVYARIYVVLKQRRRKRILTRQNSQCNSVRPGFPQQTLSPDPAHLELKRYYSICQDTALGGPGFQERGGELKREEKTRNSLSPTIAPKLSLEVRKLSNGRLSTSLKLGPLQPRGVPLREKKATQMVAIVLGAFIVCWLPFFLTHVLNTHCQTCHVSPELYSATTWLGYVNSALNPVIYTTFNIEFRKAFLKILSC
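Cells expressing the human receptor were seeded at 1500 cells/well, incubated overnight at 37 degrees C in 5% CO2, then exposed to library compounds with dopamine controls for 90 minutes at 37 degrees C before luminescent detection.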
aSyn rescue = qHTS of alpha-syn Inhibitors. Yeast expressing alpha-synuclein, growth rescue, BacTiter-Glo, 24 h. Potency, µM (series often up to 46.1 µM), inactives show top-dose growth rescue (activation), most hits filed as activators. 0.14% of 370,000 active; note: potency is the fitted concentration of half-maximal effect; % of control where 0% means no effect; nearly all actives have a fitted effect of over 65% in size
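Readout is rescue of growth in alpha-synuclein-expressing yeast, so inhibitors of toxicity appear as activators. Growth after 24 hr at 30 deg C in galactose medium is quantified by luminescence.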
GLP1R ag = qHTS of GLP-1 Receptor Agonists; HEK293 GLP-1R CRE-luciferase, luminescence, 4-6 h; cells express a hypersensitive GLP-1R form; Potency, µM (highest dose often 45.6 µM), without a hit: top-dose activation, hits mostly activators; Glucagon-like peptide 1 receptor (Homo sapiens), P43220; 0.007% of 380,000 active; note: potency is the fitted concentration of half-maximal effect; % of control where 0% means no effect
Target sequence (P43220 whole entry, looked up): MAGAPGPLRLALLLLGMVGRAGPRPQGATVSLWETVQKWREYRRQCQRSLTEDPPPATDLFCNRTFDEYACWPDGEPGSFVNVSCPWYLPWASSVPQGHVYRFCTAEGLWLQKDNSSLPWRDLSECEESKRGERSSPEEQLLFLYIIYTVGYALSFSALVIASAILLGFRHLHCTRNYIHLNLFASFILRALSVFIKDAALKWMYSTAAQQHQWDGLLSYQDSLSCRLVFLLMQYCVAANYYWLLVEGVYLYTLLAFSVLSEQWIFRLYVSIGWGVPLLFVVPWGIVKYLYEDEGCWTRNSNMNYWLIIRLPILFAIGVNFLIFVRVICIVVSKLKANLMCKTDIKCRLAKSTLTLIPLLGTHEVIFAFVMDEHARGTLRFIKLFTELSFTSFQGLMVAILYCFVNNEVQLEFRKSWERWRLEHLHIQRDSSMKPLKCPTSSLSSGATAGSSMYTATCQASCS
TDP-43 yeast inh = qHTS of TDP-43 Inhibitors. TDP-43 expressing yeast growth rescue, BacTiter-Glo, 24 h. AID 652104, 2013. 1.8% of 410,000 active. Potency, µM (doses to about 46.1 µM), for the others: at the top dose growth rescue (activation), actives largely listed as activators; note: potency is the fitted concentration of half-maximal effect; % of control where 0% means no effect; nearly all actives have a fitted effect of over 50% in size
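Cell-based yeast growth screen: TDP-43 expression induced in galactose, inoculum OD600=0.02 after raffinose pregrowth to mid-log. Read-out BacTiter-Glo luminescence at 24 hr, 30 deg C; inhibition of toxicity seen as signal increase.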
FUS yeast rescue = qHTS for Suppressors of FUS Proteinopathy: Primary screen using FUS-linked yeast assay | 0.24% of 390,000 active | S. cerevisiae FUS-expressing, growth rescue, OD600, 24 h | Potency, µM (highest dose often 76.6 µM), without a hit: at the top dose growth rescue (activation), hits mostly activators;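 note: potency is the fitted concentration of half-maximal effect; plate controls were DMSO vehicle for no effect and reference control for full effect; nearly all actives have a fitted effect of over 55% in size; some results filed as inactive show a strong effect at the top dose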
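Yeast FUS proteinopathy model; galactose-induced FUS (2%), starting OD 0.005. Cpds in dilution series, 24hr, 30C, 99% humidity. Abs 600 nm growth. Pos ctrl CP55940 (top 92uM final); neg ctrl DMSO.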
GLP1R inv ag = qHTS of GLP-1 Receptor Inverse Agonists (Inhibition Mode). 1.6% of 410,000 active. Glucagon-like peptide 1 receptor (Homo sapiens), P43220. Potency, µM (top dose mostly 38.3 µM), for inactives: at the top dose activity change, negative = inhibition, hits mostly inhibitors. HEK293 GLP-1R CRE-luciferase, luminescence, 24 h; GLP-1R form is constitutively active; note: potency is the fitted concentration of half-maximal effect; % is set by controls: 0 for no effect and ±100 for the full control effect; nearly all actives have a fitted effect of over 55% in size
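Constitutively active GLP-1R drives a cAMP-responsive luciferase in stably transfected HEK293 cells; test compounds are added after overnight (12 h) attachment and left 24 hr, and signal loss in luminescence marks inhibition.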
Abeta rescue = qHTS for compounds that reverse cellular toxicity of Amyloid beta (A-beta) peptide in yeast: Primary Screen; yeast expressing A-beta42, growth rescue, OD600, 48 h; response scale: 0% DMSO, 100% iron-clioquinol control; Potency, µM (top dose mostly 46.1 µM), for the others: at the highest dose growth rescue, usual class: activators; 0.063% of 410,000 active; note: potency is the fitted concentration of half-maximal effect; nearly all actives have a fitted effect of over 55% in size
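Yeast A-beta toxicity model in growth medium with pinned compounds, 48 h at 30 C; growth read as absorbance at 600 nm. Normalized to FeCl3/clioquinol equimolar mix (positive) and DMSO (negative).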
pAkt inh = HTS Assay for Inhibitors of Akt Phophorylation: Primary Screen | Neuro2A IGF-stimulated pAkt S473 HTRF, 20 min; active compounds read low | activity change, % for hits at 50 µM | 0.32% of 360,000 active | AID 651550, 2012; in the data active = activity change below about -80%; inconclusive = mostly about -51% to -80%; note: % is set by controls: 0 for no effect and ±100 for the full control effect
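Single-point screen (50 µM final compound) in Neuro2A cells stimulated 20 min with 6 nM IGF at 37 deg C. After lysis, Ser473-phosphorylated Akt read by HTRF (ex 330 nm, em 615/665 nm) as the 665/615 ratio.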
The depositor's hits bear a star; i = inactive; ? = inconclusive; nt = not tested or not shown; [ ] = another dose, or the depositor's remark. Unless noted, calls come from the whole dose curve; as a rule, active = well fitted curve in the direction sought with a large enough effect; inconclusive = small, poorly fitted or top-dose-only effect, or another doubt; inactive = no such curve, though single readings can be large; an effect the other way counts as inactive or inconclusive. An excerpt; count on the stated rates, not on these rows.

Compound | PTHR1 agonist | DRD3 antagonist | aSyn rescue | GLP1R ag | TDP-43 yeast inh | FUS yeast rescue | GLP1R inv ag | Abeta rescue | pAkt inh
COc1ccc(NC(=O)CSc2nc3ccccc3n2CC(=O)Nc2cccc(C)c2C)cc1 | -19% | nt | nt | nt | -23% | -9% | 3% | -12% | nt
NS(=O)(=O)c1cccc(NC(=O)COC(=O)CCc2ccccc2)c1 | -7% | 12 | -1% | 8% | -8% | -7% | 21% | -10% | i
COc1ccc(/C=C/C(=O)NCCCN2CCCC2)cc1 | i | 6 | 8% | 0% | 9% | -9% | -3% | -5% | i
COc1ccc(Nc2ncnc3c2cnn3-c2ccc(C)cc2)cc1Cl | -60%[inhibitor] | nt | nt | nt | 0% | -15% | -25% | -8% | nt
O=C(CCn1c(=O)c2cccn2c2cccnc21)NCc1cccc(Br)c1 | i | nt | nt | nt | -1% | -24% | 11% | -14% | nt
COC(=O)c1ccc(C23CC4(C2)[C@H](CN(CC2CCCCC2)[C@@H]4c2ccccc2)C3c2ccc(C(F)(F)F)cc2)cc1 (stereo partly specified) | i | -19 | -15% | 0% | 1% | 18% | -10% | 29% | i
O=C(Cn1c(=O)n(-c2ccc(F)c(Cl)c2)c(=O)c2sc3ccccc3c21)NC1CCCCC1 | -79%[inhibitor] | nt | nt | 0% | 18% | -21% | 5% | -2% | nt
COc1cc(/C=C/c2nc(C#N)c(N3CCN(C)CC3)o2)cc(OC)c1OC | i | nt | nt | nt | 13% | -10% | 0% | -9% | nt
Cc1ccc(C2=NOC(=O)/C2=C\C=C\c2ccccc2)cc1 | -30%[inhibitor] | -10 | -12% | -11% | ? | 29% | 6%[0.307 µM] | 18% | i
CC(C)C[C@H]1CN(CCCC[C@@H]2CNC(=O)C(=O)N2CCc2ccccc2)C(=O)C(=O)N1CCC1CCCCC1 | -4% | -8 | -10% | 0% | 18% | ? | -11% | -16% | i
COC(=O)c1ccc(C)c(NC(=O)CSc2nc3[nH]c(=O)cc(O)c3s2)c1 | i | 2 | -3% | -5% | -1% | 22% | 1% | -15% | i
COc1ccc(N2CCN(S(=O)(=O)c3cccc4cccnc34)CC2)cc1 | -9% | -7 | ? | ? | ? | 14% | 28% | 10% | i
O=C(COC(=O)c1cc[n+]([O-])cc1)Nc1ccc(Cl)c(C(F)(F)F)c1 | i | ? | 0% | -7% | 2% | -15% | ? | 18% | i
Cc1ccc(S(=O)(=O)N2CCOCC2)cc1NC(=O)CSc1nnc(NC2CC2)s1 | -32% | -19 | -2% | 3% | 9% | 10% | 2% | ? | i
CC1(c2nc3ccccc3cc2C#N)OCCO1 | i | -10 | -6% | 0% | 24% | 16% | 12% | -4% | i
Cc1c(N=NC2=C(O)CCCC2=O)c(=O)n(-c2ccccc2)n1C | -11% | -83* | 1% | 1% | -3% | 6% | 38% | -12% | i
O=C(Cn1c(=O)oc2cc(S(=O)(=O)N3CCc4ccccc43)ccc21)N1CCCCC1 | -4% | 12 | 13% | 1% | 11% | -1% | -8% | 3% | i
O=C(Nc1ccc(Br)cc1F)N1CCC2(CC1)Oc1ccccc1C(=O)N2Cc1ccccc1F | -27% | nt | nt | nt | -24% | 20% | -11% | -24% | nt
COc1ccc(C2CC(=O)CCN2S(=O)(=O)c2ccc(C)cc2)cc1 (stereo unspecified) | -9% | -3 | 15% | 2% | ? | 17% | 6% | -2% | i
CN1C(=O)[C@H]2[C@@H](C3CC3)N3C(=O)CN(Cc4ccc(-c5ccccc5)cc4)C(=O)[C@@]3(C)[C@H]2C1=O | i | 7 | 3% | 3% | 3% | 36% | 12% | 0% | i
C#CCOCCOCCOCCNc1nc(N2CCN(C(=O)[C@H](CCCCN)n3cc(C(N)[C@H](C)CC)nn3)CC2)nc(N2CCN(C(=O)[C@H](CCC(=O)O)n3cc(C(N)[C@H](C)CC)nn3)CC2)n1 (stereo partly specified) | -3% | 0 | -6% | -3% | 6% | 24% | 19% | -8% | i
CC1Cc2ccccc2N1C(=O)CSc1nc2ccc(NC(=O)COc3ccccc3)cc2s1 (stereo unspecified) | -34% | nt | nt | nt | 18% | 23% | ? | -14% | nt
Cc1sc2nc(SCC(=O)Nc3c(C)n(C)n(-c4ccccc4)c3=O)n(C)c(=O)c2c1C | -22% | 10 | -2% | -6% | 24% | ? | -2% | 2% | i
O=C(COC(=O)CCCc1c[nH]c2ccccc12)Nc1ccc2c(c1)OCO2 | 9%[57.5 µM] | -7 | 15% | -6% | -1% | 25% | 10% | 19% | i
CC(Sc1cccc2cccc(C(=O)O)c12)C(=O)O (stereo unspecified) | 0% | -1 | 0% | -23% | 6% | -22% | 11% | 18% | i
C=C(C)CSc1[nH]c(=O)cc(C)c1C#N | i | 3 | 2% | 0% | -16% | -10% | 2% | 2% | i
O=C(O)c1ccc(NC(=S)NC(=O)c2cccnc2)cc1 | i | ? | 3% | 4% | 12% | -19% | 0% | 5% | i
Cc1ccc(CCNS(=O)(=O)c2ccc3c(c2)NC(=O)CCS3)cc1 | -14% | 12 | 0% | -6% | 1% | 12% | ? | nt | i
C=C(C)CN=C1SC(C(=O)Nc2sc3c(c2C(=O)OC)CCC3)C(N)=C1C(N)=O (stereo unspecified) | i | 6 | 15% | 19% | 14% | nt | 148%[activator] | 1% | i
O=c1c(-c2ccc(F)cc2)coc2c3c(ccc12)OCCO3 | -16%[57.5 µM] | 17 | -14% | 2% | -5% | 9% | 0% | 5% | i
Cc1[nH]c(=O)[nH]c(=O)c1NC(=O)c1ccccc1[N+](=O)[O-] | i | 15 | 0% | 0% | 0% | -12% | 9% | 9% | i
CC1CN(C(=O)c2cccc(S(=O)(=O)Nc3ccccc3Cl)c2)CC(C)O1 (stereo unspecified) | -31% | 8 | 0% | -8% | 8% | nt | -21% | 6% | i
CCc1nc2ccc(C(=O)N3CCN(c4ccccc4)CC3)cn2c1N(C)CCC(C)C | -32%[inhibitor] | 14 | 2% | 4% | 13% | 10% | ? | -3% | i
O=C(c1ccc(-n2c(SCc3cccc(F)c3)nc3ccccc3c2=O)cc1)N1CCOCC1 | i | 11 | 8% | 3% | 10% | 8% | ? | 7% | i
Cc1ccccc1OCCNC(=O)c1ccccc1Sc1ccccc1C#N | -11% | -2 | 17% | 22% | -5% | ? | ? | -6% | i
Cc1nn(CCC(N)=S)c2nc(-c3cccs3)cc(C(F)(F)F)c12 | i | ? | -2% | 27% | ? | 16% | ? | ? | i
CCOc1cccc2c1N[C@@H](c1ccc(C(=O)O)cc1)[C@H]1CC=C[C@@H]21 | -5% | nt | nt | nt | 28% | 34% | -9% | 3% | nt
Cc1cc(S(=O)(=O)NCC(C)C)ccc1OCC(=O)NCc1ccccn1 | -14%[57.5 µM] | -4 | -1% | -2% | 0% | 1% | 0% | -6% | i
O=C(NCCCCNC(=O)c1ccc(F)cc1)c1ccc(F)cc1 | i | 2 | 8% | 1% | 12% | -20% | 5% | 8% | i
O=C(CN1C(=O)NC(c2ccc(F)cc2)C1=O)Nc1ccc2c(c1)OCCO2 (stereo unspecified) | -1% | -1 | -8% | -4% | -1% | -15% | 4% | -17% | i
CNC(=O)NC(=O)COc1ccc2oc3c(c2c1)CCCC3 | -22% | 1 | -6% | 12% | 0% | 16% | 16% | -17% | i
CCOC(=O)c1[nH]c2ccccc2c1NC(=O)c1ccco1 | i | -17 | -4% | 0% | ? | 10% | -5% | -5% | i
O=[N+]([O-])c1cc(S(=O)(=O)C(F)(F)F)ccc1Sc1nc2ccccc2[nH]1 | -28% | -13 | -13% | -36%[inhibitor] | -11% | nt | 0% | -17% | i
Cc1cc(NC(=O)C2CC=CCC2C(=O)O)ccc1NC(=O)c1ccccc1 (stereo unspecified) | -4% | 0 | -3% | 0% | -10% | 5% | 26% | 3% | i
CC(=O)C[C@H](O)CC(=O)[C@H]1OC(=O)CCCCC/C=C/Cc2ccccc21 | 21% | 10 | 2% | -3% | -10% | 29% | ? | 1% | i
CCCCC(=O)Nc1cc(-c2nc3ncccc3o2)ccc1C | i | -5 | 3% | -1% | -14% | 6% | 11% | 9% | i
Cc1c(C(=O)Nc2ccccc2)oc2c1C(=O)CC(C)(C)C2 | -25% | 17 | 18% | 17% | ? | 14% | 0% | 1% | i
CCOc1cc(/C=N/NC(=O)C(=O)N2CCCC2)ccc1O | i | 19 | -1% | 6% | -11%[9.22 µM] | 0% | -5%[7.66 µM] | -20% | i

Of the compounds above, 2 have bromine.
Compound | PTHR1 agonist | DRD3 antagonist | aSyn rescue | GLP1R ag | TDP-43 yeast inh | FUS yeast rescue | GLP1R inv ag | Abeta rescue | pAkt inh
O=C(CCn1c(=O)c2cccn2c2cccnc21)NCc1cccc(Br)c1 | i | nt | nt | nt | -1% | -24% | 11% | -14% | nt
O=C(Nc1ccc(Br)cc1F)N1CCC2(CC1)Oc1ccccc1C(=O)N2Cc1ccccc1F | -27% | nt | nt | nt | -24% | 20% | -11% | -24% | nt
